FXIa inh 1536: factor XIa (human) inhibition. purified FXIa, Boc-Glu-Ala-Arg-AMC fluorogenic substrate. inhibition, % at 5 µM. 220,000 tested, 0.14% active;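 active = inhibition of at least 40%; inactive = inhibition below 40%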;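 note: fluorescence of freed AMC excited at 355 nm; 0% = enzyme without compound and 100% = no enzyme blank; many of its hits are not listed in these tables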
TNF death inh: inhibitors of TNF-alpha induced necroptosis in Jurkat FADD-/- cells; Jurkat FADD-/- TNF necroptosis rescue, ATP luminescence, 24 h; 0 = TNF only, 100 = no-TNF cells; activation (protection from cell death), % at 10 µM; 220,000 tested, 0.068% active;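 active = activation, meaning protection from cell death, of at least 50% relative to plate controls; inactive = activation below 50%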;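 note: necroptosis triggered by 40 ng/mL TNF-alpha added together with compound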
L929 necroptosis: L929 zVAD cell death inhibition | 220,000 tested, 0.38% active | L929 zVAD necroptosis rescue, ATP luminescence, 24 h; with zVAD 60 µM | viability rescue, % at 10 µM;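 active = activation, scaled between plate controls, above about 75%, limit read from the data; inactive = activation under that limit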;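 note: 0% = zVAD with DMSO and 100% = DMSO alone without zVAD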
Thrombin inh: inhibitors of human thrombin. P00734. alpha-thrombin, Boc-VPR-AMC fluorogenic substrate cleavage. inhibition, % at 5 µM. 220,000 tested, 0.26% active. AID 1046;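 active = inhibition at or above 40%; inactive = inhibition below 40%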;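 note: 0% = enzyme with no compound and 100% = wells without enzyme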
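System – human alpha-thrombin protein · Reagent – Boc-VPR-AMC substrate, 15 µM final · Compound – 5 µM single dose in 0.2% DMSO · Schedule – reaction at room temperature · Technique – AMC fluorescence at 355 nm excitation and 460 nm emission · Read-out basis – % inhibition relative to enzyme controls and enzyme-free blanks · Control set – no-compound enzyme wells and no-enzyme blanks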
Rad51 HR inh: blocks human Rad51 in homologous recombination | hRad51 DNA strand exchange, fluorescence dequenching | inhibition, % at 10 µM | Q06609 | 200,000 tested, 0.085% active;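 active = inhibition above 40% at the single screening dose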;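 note: 0% = DMSO control wells and 100% = blanks with heterologous ssDNA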
Target sequence (Q06609 whole entry, looked up): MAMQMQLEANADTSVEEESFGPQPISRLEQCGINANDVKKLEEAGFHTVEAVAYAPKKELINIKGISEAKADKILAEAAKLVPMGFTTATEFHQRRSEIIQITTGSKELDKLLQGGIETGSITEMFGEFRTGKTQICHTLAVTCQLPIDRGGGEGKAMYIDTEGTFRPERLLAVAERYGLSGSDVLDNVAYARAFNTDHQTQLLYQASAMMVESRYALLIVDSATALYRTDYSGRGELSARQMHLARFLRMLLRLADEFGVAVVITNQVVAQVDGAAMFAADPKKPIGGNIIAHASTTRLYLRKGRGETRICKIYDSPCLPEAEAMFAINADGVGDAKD
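Material: Human Rad51 nucleoprotein filaments preassembled on unlabelled ssDNA | Also added: Labelled 47-mer dsDNA for strand exchange | Dosing: Single dose, 10 µM final compound | Schedule: 30-min compound preincubation and 15-min exchange, both room temperature | Technique: Fluorescence dequenching at 485/520 nm | Measure: Percent inhibition relative to plate controls and blanks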
KCC2 mod: modulates chloride dependent transport by human KCC2; KCC2 cells, thallium flux FluoZin-2 fluorescence; B-score of Tl+ flux slope (higher = more flux/activation; lower = inhibition) at 10 µM; 190,000 tested, 2.2% active; AID 1456;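 active = thallium flux slope and its plate-corrected score both differing from the plate sample mean at a set confidence after two filtering rounds, in either direction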;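 note: slope of fluorescence scaled to starting intensity during 10 to 20 s after thallium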
hK5 inh: kallikrein 5 (human) inhibition; inhibition, % at 5 µM; Q9Y337; 210,000 tested, 0.59% active; recombinant hK5, fluorogenic AMC substrate cleavage;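 active = inhibition of 40% or more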;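 note: 0% = enzyme controls without compound and 100% = no-enzyme blanks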
Target sequence (Q9Y337 67-293 limits assumed): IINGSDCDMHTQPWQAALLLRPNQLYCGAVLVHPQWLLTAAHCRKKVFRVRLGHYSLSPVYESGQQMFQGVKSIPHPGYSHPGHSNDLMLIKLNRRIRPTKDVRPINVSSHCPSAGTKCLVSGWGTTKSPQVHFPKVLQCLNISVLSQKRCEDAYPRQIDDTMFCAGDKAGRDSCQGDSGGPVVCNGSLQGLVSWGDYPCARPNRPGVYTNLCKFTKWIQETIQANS
FXIIa inh 1536: inhibitors of human coagulation factor XIIa; inhibition, % at 5 µM; P00748; 220,000 tested, 0.3% active; AID 800; purified FXIIa, Boc-QGR-AMC fluorogenic substrate, 2 h; in the data active = inhibition above about 40%;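 note: 0% = enzyme with no compound and 100% = blank without enzyme; many of its hits are not listed in these tables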
Hck Nef HTS: inhibitors of human Hck kinase activated by Nef; P08631; Recombinant Hck-YEEI plus Nef, Z-Lyte FRET kinase assay; inhibition, % at 20 µM; 220,000 tested, 0.68% active; AID 463187;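 active = Hck-Nef kinase inhibition above about 50%, limit read from the data; inactive = inhibition below that limit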;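 note: 0% = DMSO with Hck plus Nef and 100% = Hck alone without Nef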
Target sequence (P08631 whole entry, looked up): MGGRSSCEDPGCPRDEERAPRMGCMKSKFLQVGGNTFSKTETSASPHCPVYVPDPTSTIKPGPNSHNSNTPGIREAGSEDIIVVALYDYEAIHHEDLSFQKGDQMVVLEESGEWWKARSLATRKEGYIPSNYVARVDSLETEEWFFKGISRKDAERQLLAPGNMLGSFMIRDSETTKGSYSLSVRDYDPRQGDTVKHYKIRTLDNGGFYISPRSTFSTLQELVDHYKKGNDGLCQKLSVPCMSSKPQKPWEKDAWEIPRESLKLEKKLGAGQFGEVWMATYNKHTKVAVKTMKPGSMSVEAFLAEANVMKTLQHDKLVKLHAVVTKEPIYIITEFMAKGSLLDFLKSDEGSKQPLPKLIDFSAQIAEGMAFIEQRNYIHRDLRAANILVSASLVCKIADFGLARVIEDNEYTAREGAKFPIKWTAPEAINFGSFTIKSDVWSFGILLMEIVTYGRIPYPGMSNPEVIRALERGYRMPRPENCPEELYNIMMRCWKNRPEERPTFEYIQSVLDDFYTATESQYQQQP
* hit, by the source's call; nt = no result given. This is a subset; count on the stated rates, not on these rows.

SMILES	FXIa inh 1536	TNF death inh	L929 necroptosis	Thrombin inh	Rad51 HR inh	KCC2 mod	hK5 inh	FXIIa inh 1536	Hck Nef HTS
CCOC(=O)c1c(-c2ccc(F)cc2)csc1NC(=O)CN1C(=O)NC2(CCCCC2C)C1=O (stereo unspecified)	17	3.9	3.0	-4	-33	-0.4	-9	24	-16
Cc1nc(-c2cccc3ccccc23)ccc1C(=O)O	3	1.5	0.9	-6	12	nt	-9	8	4
CCNS(=O)(=O)c1c(C)cc(N2CCCC2=O)cc1C	-5	-1.1	0.2	-10	5	-0.013	-32	3	-1
CCOc1cc(/C=C(\C#N)C(N)=O)ccc1OS(=O)(=O)c1ccccc1	7	0.1	0.4	-3	-1	-0.48	-13	16	8
O=C(NCC1CCCO1)/C(=C\c1ccco1)NC(=O)c1ccccc1 (stereo unspecified)	-5	-2.2	0.0	-4	-1	0.018	-2	9	0
Cc1nn(C)c(C)c1NC(=O)CSc1nc(Cc2ccccc2)nc2c1cnn2-c1ccccc1	nt	-4.4	-0.2	nt	5	-0.4	nt	nt	47
Cc1c(/C=C/C(=O)c2cccs2)cnn1C	7	-1.8	-0.2	4	-5	-0.29	-3	9	4
COc1ccc(OC)c2[nH]c(=O)c(CCNC(=O)c3ccc4c(c3)OCO4)cc12	-16	1.1	2.0	2	12	0.021	-19	3	1
CCOc1ccc(-n2c(SCC(=O)Nc3ccc(CC)cc3)nc3n[nH]c(C)c3c2=N)cc1	1	-0.7	2.3	2	-4	-0.053	-1	7	25
O=S1(=O)[C@H]2CC3O[C@]2(C[C@@H]3c2ccc(F)cc2)CN1Cc1ccc(Cl)cc1	0	-2.1	1.0	-2	10	2.3	1	6	23
COc1ccc2nc(SCC(=O)Nc3cc(C)on3)[nH]c2c1	10	2.6	0.0	0	nt	0.55	5	13	2
Oc1c(CN2CCN(c3ccc(F)cc3)CC2)cc(Cl)c2cccnc12	-20	-18	67	2	-8	nt	-38	9	1
O=C(CNC(=O)Cc1ccccc1)NCC(=O)OCc1ccc(C(=O)c2ccccc2)cc1	-2	-1.1	0.9	2	5	nt	2	12	2
CCN1CCN(c2nc3ccccn3c(=O)c2/C=C(\C#N)S(=O)(=O)c2ccccc2)CC1	6	-0.7	-0.2	5	-25	0.34	3	16	-6
O=C(Nc1ccc2[nH]ccc2c1)c1ccc(F)cc1	4	-6.4	0.5	-2	6	-0.4	-5	11	-15
O=C(NCCNC(=O)c1cccs1)c1ccco1	2	-1.0	-0.6	-5	6	0.63	-2	8	3
CC(C)(C)c1ccc(S(=O)(=O)C(C)(C)C)cc1	5	0.6	1.5	2	nt	nt	5	11	-16
N=c1oc2ccccc2cc1-c1nc(-c2ccc(Cl)cc2)cs1	14	1.4	1.4	18	-4	0.061	47*	7	-1
Cn1c(N)c(C#N)c(C#N)c1-c1ccccc1	nt	1.6	0.9	nt	-3	-1	nt	nt	11
CCC(C)C1=CC(=Nc2c(C)n(C)n(-c3ccccc3)c2=O)C=C(C(C)CC)C1=O (stereo unspecified)	5	-6.5	1.5	1	nt	-0.024	2	9	14
CC12Cc3ccc4ccccc4c3C=C1C[N+](C)(C)C2 (stereo unspecified)	-16	-0.3	0.4	3	2	nt	9	17	-1
COCCn1cnc2c1c(=O)n(CC(=O)OCC(=O)NCCCc1ccccc1)c(=O)n2Cc1ccccc1	5	1.6	-0.6	-3	-1	-1.9	-18	8	6
Cc1cc2cc(C)c(NCCNC(=O)c3cccs3)nc2cc1C	-1	4.8	-0.2	-7	1	nt	19	7	24
C=CCn1c(COc2ccccc2F)nnc1SCCN1C(=O)c2ccccc2C1=O	3	1.4	0.5	-9	5	-3.2	-1	11	1
O=C(O)c1ccc(-n2nc(C(F)(F)F)c3c2-c2ccoc2CC3)cc1	4	-0.5	-0.4	1	1	0.035	2	17	6

Continued (two carried over from the part before).
SMILES	FXIa inh 1536	TNF death inh	L929 necroptosis	Thrombin inh	Rad51 HR inh	KCC2 mod	hK5 inh	FXIIa inh 1536	Hck Nef HTS
C=CCn1c(COc2ccccc2F)nnc1SCCN1C(=O)c2ccccc2C1=O	3	1.4	0.5	-9	5	-3.2	-1	11	1
O=C(O)c1ccc(-n2nc(C(F)(F)F)c3c2-c2ccoc2CC3)cc1	4	-0.5	-0.4	1	1	0.035	2	17	6
O=C(Oc1nsnc1N1CCOCC1)c1ccccc1	23	-0.9	0.7	-11	-4	-1	-27	35	1
Cc1cnc(NC(=O)c2cc3ccccc3o2)s1	-4	9.7	81*	-5	2	-0.6	-5	1	23
CC1CCN(S(=O)(=O)N2CCC(C(=O)NCc3ccc4c(c3)OCO4)CC2)CC1	11	0.5	nt	3	nt	0.33	0	15	2
CCc1nnc(NC(=O)CSc2nnc(-c3ccoc3C)n2CC(C)C)s1	3	3.7	1.2	2	-12	0.53	-25	14	-3
COc1ccc(N2CCN(Cc3nc4c(c(=O)n(C)c(=O)n4C)n3Cc3cccc(C)c3)CC2)cc1	4	-0.3	0.3	-7	nt	-1.7	-12	11	0
CCC(Sc1nncn1C)C(=O)Nc1cc(C)on1 (stereo unspecified)	-1	-0.2	0.1	-1	nt	0.96	13	10	8
O=C(CSc1nccn1-c1ccccc1)N1CCc2ccccc21	3	2.5	0.6	-5	7	-1	-6	17	-1
CN1CC(=O)N(C)c2nc(Br)n(C)c2C1=O	15	0.4	1.4	-3	8	nt	-2	13	0
O=C(NC1CCCC1)C(c1ccccn1)N(C(=O)c1csnn1)C1CCCC1 (stereo unspecified)	-2	-1.1	-0.2	-5	-1	0.07	-7	6	6
COc1ccc(CNC(=O)c2ccc(CN3CCOCC3)cc2)cc1	5	-0.9	0.1	0	0	0.96	2	14	0
Clc1ccc(-c2nc3ncccn3c2Nc2ccc3c(c2)OCO3)cc1	13	-7.3	-0.6	3	-1	nt	2	9	-2
C=CCn1c(=N)n(CC(O)COc2ccc(OC)cc2)c2ccccc21 (stereo unspecified)	-10	0.9	0.2	-6	-2	0.19	16	2	16
CCn1nc(C(=O)Nc2nc3ccc(C)cc3s2)c2ccccc2c1=O	-2	0.8	-0.5	-5	15	0.21	-7	7	8
CCc1nccn1S(=O)(=O)c1ccc(Br)cc1Br	6	0.1	5.3	4	nt	-0.3	-4	11	-3
Fc1ccc(-c2nnc(CSc3nnc(-c4cccs4)o3)o2)cc1	-3	0.5	0.0	-3	4	-0.59	-9	11	-1
CC(NC(=O)C12CC3CC(CC(C3)C1)C2)C(=O)NCCN(C)C (stereo unspecified)	1	0.7	0.5	-1	-7	nt	6	10	1
CN1CCCC(OC(=O)c2ccc(Cl)cc2)C1 (stereo unspecified)	2	3.2	-0.2	-10	nt	-0.64	0	2	11
C=CCNC(=O)C1CC=CCC1C(=O)O (stereo unspecified)	-6	0.2	-1.1	-11	-2	0.0018	-16	-4	1
Cc1c(Cl)cccc1NC(=S)N1CCN(c2ncccn2)CC1	5	0.4	0.6	1	4	0.38	-7	13	0
CCOC(=O)N1CCN(C(=O)/C(=C/c2cccc3ccccc23)NC(=O)c2ccc(OC)c(OC)c2)CC1	-1	0.7	-0.4	-1	-5	0.16	-10	9	2
Cc1nn(-c2ccc(F)cc2)c(Cl)c1/C=C/C(=O)OCC(=O)Nc1ccc(F)cc1F	-11	2.8	1.2	-12	-1	0.5	-7	4	5
O=C(COC(=O)C1(c2ccccc2)CC1)N1CCN(c2ccc(F)cc2)CC1	-6	0.2	0.0	-8	3	nt	0	-1	1
CCOCC(=O)Nc1nc2ccccc2s1	4	17	0.2	1	5	-0.21	-4	11	5
Cc1c(NS(=O)(=O)c2ccc(NCCN3CCOCC3)c([N+](=O)[O-])c2)c(=O)n(-c2ccccc2)n1C	5	-0.2	-0.5	1	4	0.29	3	11	-1
N#Cc1cccc(NC(=O)CN2C(=O)NC(Cc3ccccc3)C2=O)c1 (stereo unspecified)	5	9.8	2.1	-6	3	-0.21	-7	6	7
SMILES	FXIa inh 1536	TNF death inh	L929 necroptosis	Thrombin inh	Rad51 HR inh	KCC2 mod	hK5 inh	FXIIa inh 1536	Hck Nef HTS
Cc1ccccc1N1C(S)=C(C#N)C(=O)NC1c1ccco1 (stereo unspecified)	-6	-0.3	4.8	-11	-8	-0.38	-6	2	37
CC(C)(C)C(=O)/C=C1\NC(=O)CS1	3	-1.5	-1.0	-3	8	-0.47	1	5	16
CCN1CCCC1CNCC(O)COc1ccc(C(C)(C)C)cc1C (stereo unspecified)	-6	1.1	2.1	-1	-28	-0.98	-14	1	19
O=C(CCl)NCCCCCCCCCNC(=O)CCl	-2	-7.7	-0.6	-9	-1	0.76	-13	1	1
CCN1CCN(S(=O)(=O)c2ccc3ccccc3c2)CC1	13	0.2	-0.8	6	5	0.078	-4	28	0
O=C(CN1CCC(N2CCCCC2)CC1)N1CCOCC1	8	-0.5	1.1	-9	-3	1.6	0	11	-6
CC(=O)NCCOc1cccc(OCCNC(C)=O)c1	-2	-1.4	-0.4	-5	-1	0.032	13	2	6
COCc1c(C(=O)OC/C(O)=C(\C#N)c2nc3ccccc3[nH]2)oc2ccccc12	-1	-0.9	-0.3	-6	-39	-0.13	10	11	42
COc1cc([N+](=O)[O-])cc(/C=N/NC(=O)c2cccnc2)c1O	4	5.6	0.6	-2	19	nt	-15	4	6
CC(C)CC(NC(=O)C(NC(=O)OC(C)(C)C)C(C)C)C(=O)N1CCCC1C(N)=O (stereo unspecified)	-3	-5.6	0.2	1	0	0.043	0	-9	1
NC(=O)CSc1nc(-c2ccccc2)c(-c2ccccc2)o1	-4	-3.4	-0.7	-1	1	0.31	-12	6	6
CCOC(=O)N1CCC(Nc2c(NCCCN3CCN(CC)CC3)c(=O)c2=O)CC1	-2	-0.2	-0.5	-3	-10	0.022	-7	10	2
CC(=O)c1cnc(-c2ccccc2)s1	0	-0.5	-0.5	-8	-10	nt	2	7	22
Cc1cc(C)c2c(=O)n(CC(=O)Nc3cccc(F)c3)sc2n1	-1	-15	-0.5	-8	nt	0.0089	0	7	-145
COc1cccc(C(=O)c2c(C)c(CCC#N)n3ccccc23)c1OC	3	1.4	-0.1	-4	6	-0.16	0	1	-35
COc1ccccc1NC(=O)c1ccc(S(=O)(=O)N2CCCC2)cc1	2	3.6	1.3	-6	-5	nt	-6	12	-1
O=C(Cc1ccccc1)Nc1nc(=O)c2ccccc2s1	4	2.4	-0.2	-1	9	4.1*	-32	11	1
Cc1ccc(C(C)C)c(OCc2nnc(SCC(=O)Nc3nccs3)n2C)c1	-3	1.6	1.9	-1	-7	0.034	0	1	-9
CCC1S/C(=N/N=C/c2ccco2)NC1=O (stereo unspecified)	9	0.0	0.0	-3	10	-0.76	-13	22	4
CC(=O)c1ccc2c(c1)OCCOCCOCCOCCOCCO2	-1	5.4	0.7	-7	nt	1.4	-1	5	15
CC(=O)c1cnc2c(-c3ccc(Cl)cc3)cnn2c1C	-1	-1.1	-0.7	0	-7	1.1	-3	8	4
COc1cc(CN(C)CCc2ccccn2)cc(OC)c1OC	-17	2.2	2.4	-15	6	1.5	-24	4	-1
CN1CCN(CCCn2cnc3c(=O)oc4ccccc4c32)CC1	18	-0.9	0.2	-8	2	nt	-3	14	-1

As entered above.
In hK5 inh, CC(C)CC(NC(=O)C(NC(=O)OC(C)(C)C)C(C)C)C(=O)N1CCCC1C(N)=O (stereo unspecified) has 0
In FXIIa inh 1536, CC(=O)c1cnc(-c2ccccc2)s1 has 7
In L929 necroptosis, O=C(Cc1ccccc1)Nc1nc(=O)c2ccccc2s1 has -0.2
